CRFR2-BP ag = CRF-BP/CRF-R2 complex agonism; 350,000 compounds, 0.46% hits; HEK293 CRF-R2/CRF-BP, calcium dye fluorescence (FLIPR); percent of saturating CRF peptide response; activation, % at 13.2 µM;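 active = activation of at least 50%, plus an integration ratio under a set limit after plate pattern correction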;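 note: plate controls were neutral control wells without compound for no effect and CRF at EC100 for full effect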
CHRM5 PAM = positive allosteric modulators of human muscarinic M5 receptor. P08912. CHO-K1 hM5, Fluo-8 calcium, ACh EC20 PAM; 0% = ACh EC20, 100% = ACh EC100. activation, % at 3 µM. 360,000 compounds, 0.3% hits. AID 624038;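 active = activation above the run cutoff, the mean activation of all test compounds plus 3 SD, cut at about 18% in these data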
Target sequence (P08912 whole entry, looked up): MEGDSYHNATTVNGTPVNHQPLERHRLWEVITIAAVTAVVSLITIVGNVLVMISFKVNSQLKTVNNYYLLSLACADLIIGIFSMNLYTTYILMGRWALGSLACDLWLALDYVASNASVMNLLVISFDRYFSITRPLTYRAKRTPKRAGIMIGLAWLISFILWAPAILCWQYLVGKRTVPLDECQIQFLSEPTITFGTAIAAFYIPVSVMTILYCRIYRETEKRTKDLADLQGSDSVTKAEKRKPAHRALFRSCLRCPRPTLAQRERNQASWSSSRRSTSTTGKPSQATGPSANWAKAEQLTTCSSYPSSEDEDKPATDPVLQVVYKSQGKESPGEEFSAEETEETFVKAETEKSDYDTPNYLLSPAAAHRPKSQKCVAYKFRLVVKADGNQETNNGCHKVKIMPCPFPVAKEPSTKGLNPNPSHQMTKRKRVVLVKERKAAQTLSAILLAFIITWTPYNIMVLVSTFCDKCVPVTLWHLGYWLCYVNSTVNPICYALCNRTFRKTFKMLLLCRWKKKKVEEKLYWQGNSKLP
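Measured by: Fluo-8 calcium fluorescence; material: human M5 receptor in CHO-K1 cells; schedule: Post-acetylcholine fluorescence recording 140 s; benchmarks: low control EC20 acetylcholine (0%), high control EC100 acetylcholine (100%); read-out: Max/basal fluorescence ratio as % of EC20–EC100 ACh window; compound: single dose, 3 µM nominal final test concentration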
M5 ag = agonists of human muscarinic M5 receptor (CHRM5); P08912; CHO-K1 hM5 cells, Fluo-8 calcium fluorescence; 0% DMSO wells, 100% maximal acetylcholine response; activation, % at 3 µM; 360,000 compounds, 0.19% hits; AID 624037;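 active = activation above the run's mean over test compounds plus 3 SD, cut at about 23% in these data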;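 note: signal is peak over basal fluorescence ratio across the kinetic read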
IDE cell inh = inhibitors of human insulin-degrading enzyme in cells; inhibition, % at 5.59 µM; HEK cells, FAbetaB cleavage, fluorescence polarization; 320,000 compounds, 0.41% hits; P14735; AID 434962;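 active = percent inhibition above the average of all tested compounds plus 3 SD, set per screening campaign, cut at about 16% in these data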;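 note: IDE supplied by intact live HEK cells; FP after avidin binding of uncleaved biotin substrate so inhibition keeps polarization high; 0% = DMSO wells and 100% = 60 µM reference IDE inhibitor Ii1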
M4 PAM = positive allosteric modulators of human muscarinic M4 receptor; activation, % at 3 µM; AID 624126; CHO-K1 hM4/Gqi5, Fluo-8 calcium fluorescence, ACh EC20; 0% = ACh EC20, 100% = maximal ACh; 360,000 compounds, 0.4% hits;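 active = activation above its plate's cutoff, the mean activation of sample wells plus 3 SD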; note: some results filed as inactive read as strong as hits
Target sequence (P08173 whole entry, looked up): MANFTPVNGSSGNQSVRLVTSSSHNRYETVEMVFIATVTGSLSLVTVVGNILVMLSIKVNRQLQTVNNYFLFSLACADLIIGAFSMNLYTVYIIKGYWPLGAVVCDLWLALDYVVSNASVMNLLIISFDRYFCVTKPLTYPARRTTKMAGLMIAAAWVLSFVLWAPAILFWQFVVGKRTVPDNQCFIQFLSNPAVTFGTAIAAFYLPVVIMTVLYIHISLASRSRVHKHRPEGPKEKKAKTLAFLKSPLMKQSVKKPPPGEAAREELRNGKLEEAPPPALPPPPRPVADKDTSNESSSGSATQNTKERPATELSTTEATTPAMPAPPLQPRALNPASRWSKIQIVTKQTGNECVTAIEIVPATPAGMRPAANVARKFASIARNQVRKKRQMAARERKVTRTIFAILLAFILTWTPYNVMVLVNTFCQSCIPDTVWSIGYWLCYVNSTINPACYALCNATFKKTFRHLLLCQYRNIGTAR
CHRM5 antagonist = blocks acetylcholine activation of human M5 receptor | 360,000 compounds, 0.59% hits | inhibition, % at 3 µM | P08912 | CHO-hM5 cells, Fluo-8 calcium fluorescence, ACh EC80;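 active = inhibition above a per-plate cutoff, the mean of that plate's test compounds plus 3 SD, cut at about 27% in these data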;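 note: 0% = acetylcholine EC80 with DMSO and 100% = DMSO without agonist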
M4 ag = CHRM4 agonism in calcium assay; CHO-K1 hM4/Gqi5, Fluo-8 calcium fluorescence; vehicle 0%, full acetylcholine response 100%; AID 624127; activation, % at 3 µM; 360,000 compounds, 0.14% hits;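 active = activation above the run mean over all test wells plus 3 SD, cut at about 32% in these data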;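 note: peak over basal fluorescence ratio per well then scaled between controls; 0% = DMSO wells and 100% = acetylcholine at EC100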
CRFBP-R2 block = CRF-BP/CRF-R2 complex antagonism; 350,000 compounds, 0.59% hits; inhibition, % at 11.8 µM; HEK293 CRF-R2/CRF-BP, CRF-induced calcium fluorescence; AID 588475;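 active = inhibition of the ligand-induced calcium signal above about 50% at the single tested concentration, limit read from the data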
CHRM4 antagonist = blocks acetylcholine activation of human M4 receptor | P08173 | CHO-hM4 cells, ACh EC80, Fluo-8 calcium fluorescence | inhibition, % at 3 µM | 360,000 compounds, 0.73% hits;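 active = inhibition above its plate's cutoff, the mean inhibition of sample wells plus 3 SD, cut at about 27% in these data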;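 note: 0% = acetylcholine EC80 with DMSO and 100% = DMSO without agonist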
* = called active by the depositor; x = not tested or not shown.

SMILES	CRFR2-BP ag	CHRM5 PAM	M5 ag	IDE cell inh	M4 PAM	CHRM5 antagonist	M4 ag	CRFBP-R2 block	CHRM4 antagonist
CC(C)OCCCNC(=S)NNC(=O)c1ccc(Cl)c(Cl)c1	-2.3	6	1	11	-1	-3	2	5	6
CCN(CC)C1CCCCC1NS(=O)(=O)c1ccc(Cl)cc1 (configuration not stated)	-0.7	-3	1	3	3	2	1	-11	-5
Clc1ccc(-c2nc3cnccn3c2Nc2ccc3c(c2)OCO3)cc1	-5.5	-17	3	4	-7	17	16	-1	-1
Cc1c(Cl)cccc1Nc1nc(N)nc(CSC(=S)N2CCOCC2)n1	-1.1	-2	2	-8	-2	-2	9	8	-5
CC(=O)c1cccc(NC(=O)c2nc(-c3ccccc3)oc2C)c1	-0.3	-5	-2	5	-10	4	9	4	8
CCCc1cc(=O)[nH]c(SCC(=O)N2c3ccccc3CC2C)n1 (configuration not stated)	-0.8	-1	2	-3	7	-1	-1	-4	2
CSc1ncc(C(=O)O)c(C)n1	0.2	3	0	-2	4	14	0	-2	-4
Cc1cc(=O)oc2c(C)cc(C(C)(C)C)cc12	-1.5	-2	-4	x	1	1	0	-10	-8
Cc1ccc(S(=O)(=O)NCC(=O)N(CC(=O)NCC2CCCO2)c2cccc(F)c2)cc1 (configuration not stated)	0.0	6	-3	-1	-5	10	0	1	4
COc1ccc2nc(SCC(=O)NCc3ccccc3)[nH]c2c1	-3.0	-2	3	x	-2	7	1	-6	-5
CCOC(=O)c1cnn2c(C)cc(-c3ccccc3)nc12	-3.2	2	0	2	3	-6	-1	11	5
CCOC(=O)N1CCC(Nc2c(NCCN3CCN(Cc4ccccc4)CC3)c(=O)c2=O)CC1	-4.0	4	-11	5	-3	-7	1	14	-11
Cc1cccc(C)c1NC(=O)C(c1ccccc1)N1CCC(c2ccccc2)CC1 (configuration not stated)	x	-10	-2	x	0	14	5	x	-20
COCCCNC(=O)c1ccc2nc([C@@H]3O[C@H](CO)[C@H](O)[C@H](O)[C@H]3O)[nH]c2c1	x	1	-1	x	-1	0	0	x	5
O=C(c1ccnc(Cl)c1)N1CCCC(N2CCN(c3ccccc3F)CC2)C1 (configuration not stated)	-0.7	-2	-4	3	-1	5	3	-13	-10
O=S(=O)(Nc1cccc(-c2cn3cccnc3n2)c1)c1ccc(Cl)cc1	-2.7	-1	3	1	-3	-8	6	-16	-10
COc1ccccc1/C=C/C=N/NC(=O)CCn1nnc2ccccc21	0.7	-12	-2	-2	-3	4	8	-17	3
Cc1cc(C)cc(C(=O)N2CCC(C(N)=O)CC2)c1	1.1	1	-3	2	-4	-2	0	-4	1
Cc1cc(C)c(S(=O)(=O)N2CCN(C(=O)c3c(C)nn(-c4ccccc4)c3Cl)CC2)c(C)c1	7.7	-48	-2	x	-12	13	22	21	5
O=c1[nH]ncc(N2CCN(C(c3ccccc3)c3ccccc3)CC2)c1Cl	2.3	-17	-7	-5	-4	6	-1	-40	-2
CC(C)C[C@H](NC(=O)c1[nH]cnc1C(=O)N[C@@H](C)C(=O)OCc1ccccc1)C(=O)OCc1ccccc1	1.2	-10	-2	-2	-2	-2	2	19	15
O=C(/C=C/c1ccccc1[N+](=O)[O-])N1CCN(c2ccccc2F)CC1	-3.5	-1	-2	-8	-5	4	3	2	1
C=CCN1C(=O)c2ccc(C(=O)N(C)CC(=O)Nc3ccccc3Cl)cc2C1=O	-1.0	-2	0	2	-2	8	6	9	-27
O=C(OCc1ccc(Cl)cc1Cl)c1cccnc1Cl	-0.2	-2	-1	1	-8	-1	-1	-3	7
Cc1cc(O)c2c(c1)C(=O)c1cc(O)cc(O)c1C2=O	36	-16	8	-5	-12	22	30	-33	13
O=C(c1c[nH]c(C(=O)C(Cl)(Cl)Cl)c1)c1c(F)cccc1F	0.2	-3	-3	7	-1	6	1	-23	-3
Cc1cccc2cc(C#N)c(N3CCCC3)nc12	-0.1	1	1	1	7	-4	2	-3	0
CCOC(=O)c1sc2nc3c(SCC(=O)O)cc(C(=O)c4cc(F)ccc4O)cn3c(=O)c2c1C	2.9	-1	1	4	-1	-4	1	0	-9
Cc1ccccc1C(=O)O/N=C(\N)c1ccncc1	-2.0	13	-3	-2	13	-4	0	3	2
Cn1c(=O)[nH]c(=O)c2c1[nH]c(=S)n2Cc1ccc(Cl)cc1	-0.4	-4	1	9	-4	7	9	-1	5
COc1ccc(Cn2c(C)nc3c(c(=O)c4ccccc4n3C)c2=O)cc1	-0.2	1	-1	2	-11	13	2	-4	2
O=C(Oc1ccccc1)c1ccc(NC(=O)c2ccco2)cc1	-3.2	-1	3	7	0	3	7	79*	-9
O=C(COc1nsnc1N1CCOCC1)Nc1ccc(Br)cc1	-0.9	0	-2	0	-3	1	4	7	0
O=C(Nc1cccc(Oc2ccccc2)c1)C1Cc2c(-c3cccc(F)c3)ccnc2O1 (configuration not stated)	x	0	0	x	5	3	0	x	2
CCCc1nc2c(nnn2Cc2ccccc2)c(=O)[nH]1	-1.5	1	1	0	22	3	0	20	-9
COc1ccc(OC)c(S(=O)(=O)NCC(c2ccco2)S(=O)(=O)c2ccccc2)c1 (configuration not stated)	2.2	2	5	-1	5	0	2	-14	-9
COc1ccc(-c2ocnc2C(=O)NCc2nn(-c3ccccc3)nc2C)cc1	7.1	-16	5	4	-8	16	9	6	15
CCN(C(=O)COC(=O)c1cccnc1SC)C1CCCCC1	-0.1	-2	-1	10	1	2	1	2	-1
CCc1ccc2c(c1)C1(NN=C(c3cccc4ccccc34)S1)C(=O)N2 (configuration not stated)	x	-15	-2	2	-2	16	0	x	15
C/C(=C\c1ccccc1)C(=O)NC1CCSC1=O (configuration not stated)	7.6	-3	1	7	4	5	1	-26	3

Next part; the last five above are carried over.
SMILES	CRFR2-BP ag	CHRM5 PAM	M5 ag	IDE cell inh	M4 PAM	CHRM5 antagonist	M4 ag	CRFBP-R2 block	CHRM4 antagonist
COc1ccc(OC)c(S(=O)(=O)NCC(c2ccco2)S(=O)(=O)c2ccccc2)c1 (configuration not stated)	2.2	2	5	-1	5	0	2	-14	-9
COc1ccc(-c2ocnc2C(=O)NCc2nn(-c3ccccc3)nc2C)cc1	7.1	-16	5	4	-8	16	9	6	15
CCN(C(=O)COC(=O)c1cccnc1SC)C1CCCCC1	-0.1	-2	-1	10	1	2	1	2	-1
CCc1ccc2c(c1)C1(NN=C(c3cccc4ccccc34)S1)C(=O)N2 (configuration not stated)	x	-15	-2	2	-2	16	0	x	15
C/C(=C\c1ccccc1)C(=O)NC1CCSC1=O (configuration not stated)	7.6	-3	1	7	4	5	1	-26	3
CC1(C(=O)NS(=O)(=O)c2ccccc2C(F)(F)F)CCN1C(=O)CC1CCCCC1 (configuration not stated)	x	1	0	x	3	6	0	x	3
CCC(C)N(C(=O)COc1ccccc1C(=O)NCc1ccccc1)C1CCS(=O)(=O)C1 (configuration not stated)	-0.8	-4	-2	7	4	7	2	-17	1
CCn1c(C2CC(=O)N(Cc3ccccc3)C2)nc2ccccc21 (configuration not stated)	1.8	-3	2	0	-4	4	4	6	-13
Cc1nc(CNS(=O)(=O)c2ccc(Br)cc2)cs1	0.5	2	-5	2	1	-1	1	4	-12
Cc1ccc(S(=O)(=O)N(C)c2ccc(C(=O)N(CC(C)C)C3CCS(=O)(=O)C3)cc2)cc1 (configuration not stated)	-0.6	-6	2	-3	16	2	2	0	-10
COc1ccc(S(=O)(=O)N2CCC(C(=O)NCCC(=O)Nc3ccccc3OC)CC2)cc1	-1.5	0	-1	x	0	0	2	0	-7
Cn1nc(C(F)(F)F)c(C(=O)Nc2cccc(C(F)(F)F)c2)c1SCc1ccc(Cl)cc1	9.4	-15	-6	-2	-29	13	-1	9	34*
C[C@H](CO)N1C[C@H](C)[C@@H](CN(C)C(=O)Nc2ccccc2)Oc2c(NC(=O)Nc3ccc(C(F)(F)F)cc3)cccc2C1=O	3.9	1	3	3	-6	11	17	4	13
CCCCN1C2=C(C(=O)CC(C)(C)C2)C(c2ccccc2)C2=C1c1ccccc1C2=O (configuration not stated)	-2.9	-3	-3	2	7	1	2	8	-14
CC1Cc2ccccc2N1C(=O)COC(=O)c1ccco1 (configuration not stated)	2.4	0	0	x	3	-2	1	2	-15
CSc1nc(NC(C)=O)nc(C)c1Cl	18	-5	-3	x	10	4	0	-8	3
Cn1cccc1/C=N/n1c(-c2ccc(Cl)cc2)n[nH]c1=S	3.2	-2	2	1	5	-6	-1	-19	-1
CC(=O)c1cnc2n(c1=O)CCS2	1.2	3	0	5	10	-7	0	-15	-9
Cn1c(C(=O)N2CCN(Cc3ccccc3)CC2)cc2c(=O)n(C)c3ccccc3c21	-4.2	-6	0	2	-1	0	4	19	1
NC(=O)NC(=O)C(Nc1ccc(N2CCCCC2)cc1)c1ccccc1 (configuration not stated)	1.3	2	-1	-1	1	4	2	-4	-8
COc1ccc(Cl)cc1NC(=O)C(C)Sc1nncn1C (configuration not stated)	1.0	1	-3	-3	-2	1	1	-25	4
COc1ccc(NC(=O)C2CCCN(S(=O)(=O)c3c(C)[nH]c(=O)[nH]c3=O)C2)cc1 (configuration not stated)	0.3	7	-2	2	12	-17	0	10	-15
COc1ccc(SCCC(=O)NCc2ccncc2)cc1	-0.8	-1	1	4	-9	5	0	-5	0
CCn1c(=O)c(C(=O)NNS(=O)(=O)c2ccc(C)cc2)c(O)c2ccccc21	0.1	1	-1	5	1	-4	-1	15	-3
O=C(C1CCCN(Cc2ccncc2)C1)N1CCc2ccccc2C1 (configuration not stated)	-1.6	1	-5	2	1	-5	1	5	3
CCO[C@H]1OC(C(=O)Nc2ccccc2)=C[C@@H](c2ccc(Br)cc2)[C@@H]1CCCO	3.5	-6	-4	-1	-4	11	3	-24	3
COC(=O)c1ccc(COC(=O)c2ccc(N(C)C)cc2)cc1	0.6	-10	-4	3	-2	3	2	-19	-1
CC1CCCCN1C(=O)c1ccc(OC2CCN(S(=O)(=O)N(C)C)CC2)cc1 (configuration not stated)	-2.0	-9	8	1	-3	5	9	7	-4
N#C/C(C(=O)N1CCOCC1)=C1/SC(Cc2ccccc2)C(=O)N1c1ccccc1 (configuration not stated)	-0.1	1	3	7	10	3	2	19	0
Cc1[nH]nc2c1/C(=N\O)CC(C)(C)C2	0.8	4	-1	0	-4	4	0	-20	-3
CCOC(=O)C1(CCOc2ccccc2)CCN(Cc2ccc(C)o2)CC1	-1.3	-3	-5	1	2	4	4	-2	2
O=C1C[C@@H]2CCN3C(=O)CCC[C@@H]([C@H]23)[C@@H]1Cc1ccccc1	1.1	-1	1	x	-2	-5	1	3	-15
CCOC(=O)[C@]12CCCC=C1N(Cc1ccccc1)C(=O)[C@H](CC(=O)NCc1cccc3ccccc13)C2	x	-4	0	x	-9	-6	18	x	3
Cc1nnc(C)n1/N=C/c1ccc(C(C)C)cc1	-0.2	5	-1	2	-3	-2	-1	-11	1
Cc1cc2c(cc1C)NC1(C(=O)Nc3ccccc31)C1=C(CC(C)(C)CC1=O)N2 (configuration not stated)	0.7	-1	-4	-4	4	-5	0	-54	-2
